Screening data as filed in PubChem.
GLP1R inv ag: qHTS of GLP-1 Receptor Inverse Agonists (Inhibition Mode). HEK293 GLP-1R CRE-luciferase, luminescence, 24 h; GLP-1R form is constitutively active. Potency, µM (highest dose often 38.3 µM), inactives show top-dose activity change, negative = inhibition, hits mostly inhibitors. actives 1.6% (n = 410,000). AID 624417, 2012; further: on the % scale 0 is the no-effect control and ±100 the full control effect; nearly all actives have a fitted effect of over 55% in size
Target sequence (P43220 whole entry, looked up): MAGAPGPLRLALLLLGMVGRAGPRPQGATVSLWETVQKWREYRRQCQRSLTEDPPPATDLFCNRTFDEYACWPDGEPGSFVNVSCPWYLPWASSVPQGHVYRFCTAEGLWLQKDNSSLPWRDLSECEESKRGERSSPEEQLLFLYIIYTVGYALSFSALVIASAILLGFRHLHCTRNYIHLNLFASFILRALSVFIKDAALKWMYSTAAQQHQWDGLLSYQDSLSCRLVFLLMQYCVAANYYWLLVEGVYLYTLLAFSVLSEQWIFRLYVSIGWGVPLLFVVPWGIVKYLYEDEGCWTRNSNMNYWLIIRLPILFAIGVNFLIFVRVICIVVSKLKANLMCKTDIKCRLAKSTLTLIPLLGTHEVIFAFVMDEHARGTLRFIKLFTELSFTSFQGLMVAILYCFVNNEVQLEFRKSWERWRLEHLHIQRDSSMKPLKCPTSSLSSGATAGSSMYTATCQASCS
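Inverse agonism was detected as reduced cAMP-driven luciferase luminescence after 24 h compound treatment. The cells were HEK293 clones expressing constitutively active human GLP-1R with the reporter. Reporter-only and GPR119 cell lines served as counterscreen controls.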
KB-3-1 cytotox: qHTS assay for MDR1-selective chemotherapeutics: Primary screen using the parental adenocarcinoma cell KB-3-1 | KB-3-1 viability, CellTiter-Glo ATP luminescence, 72 h | Potency, µM (top dose mostly 46.1 µM), inactives show top-dose activity change, negative = cytotoxic, usual class: cytotoxic | actives 1.4% (n = 400,000); further: on the % scale 0 is the no-effect control and ±100 the full control effect; nearly all actives have a fitted effect of over 60% in size
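Cells are dispensed, compounds pinned in, plates held at 37 °C for 72 h, then CellTiter-Glo is added and luminescence read after 10 minutes. Cell line: parental KB-3-1 in phenol-red-free DMEM, 10% FBS.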
GLP1R cytotox: qHTS of GLP-1 Receptor Inverse Agonists: Cytotox Screen; HEK293 cAMP-luciferase reporter cells, luminescence, 24 h; Potency, µM (top dose mostly 38.3 µM), for inactives: at the highest dose activity change, negative = inhibition, usual class: inhibitors; actives 0.13% (n = 410,000); AID 624418, 2012;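 further: loss of luciferase light is scored as toxicity; on the % scale 0 is the no-effect control and ±100 the full control effect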
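Cells in DMEM/10% Nu serum/1% pen-strep, 1536-well format. Pre-incubated 12 h, dosed with 23 nL compound, incubated a further 24 h. Luciferase detection, 12 min at room temp, luminescence.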
KB-V1 MDR tox: qHTS assay for MDR1-selective chemotherapeutics: Primary screen using the drug-selected MDR subline cells KB-V1 | KB-V1 MDR cells viability, CellTiter-Glo, 72 h | Potency, µM (titrated, usually from 46.1 µM), inactives show top-dose activity change, negative = cytotoxicity, hits mostly cytotoxic | actives 3.4% (n = 400,000); further: on the % scale 0 is the no-effect control and ±100 the full control effect; nearly all actives have a fitted effect of over 60% in size
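Luminescent ATP read-out (CellTiter-Glo, 10 min) measures survival of drug-selected KB-V1 MDR cells after 72 h, 37 degrees C compound exposure. Medium: phenol-red-free DMEM, 10% FBS. Values from fitted concentration-response curves.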
GLP-1R agonist: qHTS of GLP-1 Receptor Agonists. Glucagon-like peptide 1 receptor (Homo sapiens), P43220. HEK293 GLP-1R CRE-luciferase, luminescence, 4-6 h; cells express a hypersensitive GLP-1R form. Potency, µM (doses to about 45.6 µM), inactives show at the top dose activation, hits mostly activators. actives 0.007% (n = 380,000). AID 624172, 2012; further: % of control where 0% means no effect
TDP43 rescue: qHTS of TDP-43 Inhibitors | TDP-43 expressing yeast growth rescue, BacTiter-Glo, 24 h | Potency, µM (top dose mostly 46.1 µM), inactives show top-dose growth rescue (activation), hits mostly activators | AID 652104, 2013 | actives 1.8% (n = 410,000); further: % of control where 0% means no effect; nearly all actives have a fitted effect of over 50% in size
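Luminescence from BacTiter-Glo reports growth of TDP-43-expressing yeast after 24 hr at 30 deg C with compound. Cells were raffinose-pregrown to mid-log, then seeded in galactose medium at OD600=0.02.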
SW480 rereplic: A quantitative high throughput screen for small molecules that induce DNA re-replication in SW480 colon adenocarcinoma cells. Potency, µM (top dose mostly 46.1 µM), for the others: at the highest dose re-replication activation, usual class: activators. actives 1.8% (n = 340,000). SW480 DNA re-replication, Hoechst DNA content imaging, 48 h; further: % of control where 0% means no effect; nearly all actives have a fitted effect of over 55% in size
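Compounds, transferred as 23 nL by pin tool, were incubated with cells for 48 hr; DNA content per nucleus was then quantified by Hoechst staining and fluorescence plate imaging.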
HT1080 IDH1KD tx: qHTS for induction of synthetic lethality in tumor cells producing 2HG: qHTS for the HT-1080-IDH1KD cell line; actives 2% (n = 360,000); Potency, µM (top dose mostly 46.1 µM), for inactives: at the top dose activity, negative = toxicity, actives largely listed as cytotoxic; HT-1080 IDH1 knockdown viability, ATP luminescence, 48 h;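 further: 0% = DMSO wells and -100% = cell-free medium wells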
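In this qHTS, HT-1080 cells depleted of IDH1 are exposed for 48 h at 37 °C to compound titrations. Toxicity is scored from CellTiter-Glo luminescence, with DMSO as full viability and medium alone as none.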
HT1080NT lethal: qHTS for induction of synthetic lethality in tumor cells producing 2HG: qHTS for the HT-1080-NT fibrosarcoma cell line; HT-1080-NT fibrosarcoma viability, CellTiter-Glo ATP luminescence, 48 h; Potency, µM (titrated, usually from 46.1 µM), for inactives: at the top dose activity, negative = less viability, actives largely listed as cytotoxic; actives 1.6% (n = 360,000); AID 686970, 2013;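 further: NT is the 2HG producing partner of a matched IDH1 knockdown line; 0% = DMSO-treated cells and -100% = media-only wells without cells; nearly all actives have a fitted effect of over 55% in size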
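Viability of the 2HG-overproducing fibrosarcoma line after 48 hours of compound exposure at 37 degrees C was determined by luminescence with CellTiter-Glo, and concentration-effect curves were then fitted and categorized.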
Active calls of the source: *; ? = inconclusive; . = no result given; & = joins results of further samples; [ ] = remark or other dose. The call rests on the fitted dose curve; in most records, active means well fitted curve in the direction sought with a large enough effect; inconclusive means small, poorly fitted or top-dose-only effect, or another doubt; inactive means no such curve, though single readings can be large; an effect the other way counts as inactive or inconclusive. Potency means the concentration at half of the fitted maximal effect.

SMILES	GLP1R inv ag	KB-3-1 cytotox	GLP1R cytotox	KB-V1 MDR tox	GLP-1R agonist	TDP43 rescue	SW480 rereplic	HT1080 IDH1KD tx	HT1080NT lethal
COc1ccc(NC(=O)CSc2nc3sc(C)cc3c(=O)n2C)cc1	4%	-19%	6%	-20%	7%	-3%	-32%	-3%	5%
C/C(=N\O)C1(C)N(O)C(C)(C)C(c2ccc(Br)cc2)=[N+]1[O-] (stereo not given)	12%	-5%	5%	24%	-8%	15%	-6%	8%	0%
O=S(=O)(c1cccc(F)c1)N1CCN(Cc2ccc3c(c2)OCO3)CC1	-6%	-6%	3%	-13%	2%	1%	?	9%	14%
CCOc1ccc(NC(=O)Cn2nnc(C(=O)NCc3ccccc3OC)c2N)cc1	-28%	-1%	8%	21%	3%	-10%	6%	-20%	-3%
COc1ccc(Br)c(C(=O)NCC2CCCCC2)c1	5%	-2%	-1%	-4%	8%	8%	-11%	-1%	-10%
COC(=O)c1ccccc1NC(=S)NC(=O)COc1ccc(C)cc1	0%	-2%	3%	2%	0%	22%	?	28%	15%
CCC1(CC)Cc2ccccc2-c2nc(NCCCO)[nH]c(=O)c21	-7%	19%	11%	1%	6%	18%	-4%	-21%	-15%
CCS(=O)(=O)Nc1ccc(NC(C)=O)cc1	13%	9%	-7%	-5%	-8%	0%	0%	7%	15%
CCCCCn1c(NCc2ccc(OC)cc2)nc2ccccc21	?	?	-25%	?	.	22%	.	.	.
COc1ccc(C(=O)NCC(=O)OC2CCCCC2=O)cc1 (stereo not given)	1%	4%	7%	24%	-7%	-10%	-6%	-1%	8%
O=C(NNC(=O)c1ccc(S(=O)(=O)N2CCCC2)cc1)c1ccc(Br)cc1	2%	5%	-11%	5%	-2%	18%	-1%	8%	11%
CCCS(=O)(=O)c1c(S(=O)(=O)CCC)c2ccc(C(C)=O)cn2c1C(=O)OC	8%	-6%	9%	?	10%	-2%	0%	-5%	-12%
Cc1ccc(NC(=O)c2cc(C)n(-c3ccccc3)c2C)cc1	-65%	-22%	-15%	-3%	-16%	25µM*	3%	?	?
COCCCNC(=S)NC1CC2CCCC(C1)N2Cc1cccs1 (stereo not given)	-13%	-8%	-3%	?	-1%	-16%	2%	-6%	-3%
CCC1(CC)Cc2ccccc2-c2nc3ccccc3c(=O)n21	8.9µM*	-23%	-2%	-26%	2%	-15%	1%	-4%	-15%
COc1ccc(CNC(=O)C2=CC(c3ccc(OC)cc3)=NS(=O)(=O)N2C)cc1	-19%	-6%	1%	2%	1%	-2%	-1%	-1%	0%
COc1ccccc1C(NC(=O)CC(C)C)c1c(O)ccc2ccccc12 (stereo not given)	-19%	9%	-6%	2%	1%	?	-13%	-7%	-25%
O=C(c1ccc(S(=O)(=O)c2ccccc2Cl)c([N+](=O)[O-])c1)N1CCCCCC1	?	?	-31%	2.3µM*	-19%	?	?	-18%	-3%
CC(C)C[C@H]1COCCS(=O)(=O)N1Cc1cccc(Cl)c1	-6%	6%	1%	26%	-6%	?	-2%	4%	0%
Cc1cc(C)cc(-n2c(SCC(=O)N3CCc4ccccc43)nc3c([nH]c4ccccc43)c2=O)c1	7%	-4%	-1%	0%	-3%	22%	.	.	.

Some of the entries so far, with values under each structure.
Values in the order: GLP1R inv ag, KB-3-1 cytotox, GLP1R cytotox, KB-V1 MDR tox, GLP-1R agonist, TDP43 rescue, SW480 rereplic, HT1080 IDH1KD tx, HT1080NT lethal
> COc1ccc(Br)c(C(=O)NCC2CCCCC2)c1
  5%, -2%, -1%, -4%, 8%, 8%, -11%, -1%, -10%
> COC(=O)c1ccccc1NC(=S)NC(=O)COc1ccc(C)cc1
  0%, -2%, 3%, 2%, 0%, 22%, ?, 28%, 15%
> CCC1(CC)Cc2ccccc2-c2nc(NCCCO)[nH]c(=O)c21
  -7%, 19%, 11%, 1%, 6%, 18%, -4%, -21%, -15%
> CCS(=O)(=O)Nc1ccc(NC(C)=O)cc1
  13%, 9%, -7%, -5%, -8%, 0%, 0%, 7%, 15%
> CCCCCn1c(NCc2ccc(OC)cc2)nc2ccccc21
  ?, ?, -25%, ?, ., 22%, ., ., .
> COc1ccc(C(=O)NCC(=O)OC2CCCCC2=O)cc1 (stereo not given)
  1%, 4%, 7%, 24%, -7%, -10%, -6%, -1%, 8%
> O=C(NNC(=O)c1ccc(S(=O)(=O)N2CCCC2)cc1)c1ccc(Br)cc1
  2%, 5%, -11%, 5%, -2%, 18%, -1%, 8%, 11%
> CCCS(=O)(=O)c1c(S(=O)(=O)CCC)c2ccc(C(C)=O)cn2c1C(=O)OC
  8%, -6%, 9%, ?, 10%, -2%, 0%, -5%, -12%
> Cc1ccc(NC(=O)c2cc(C)n(-c3ccccc3)c2C)cc1
  -65%, -22%, -15%, -3%, -16%, 25µM*, 3%, ?, ?
> COCCCNC(=S)NC1CC2CCCC(C1)N2Cc1cccs1 (stereo not given)
  -13%, -8%, -3%, ?, -1%, -16%, 2%, -6%, -3%
> CCC1(CC)Cc2ccccc2-c2nc3ccccc3c(=O)n21
  8.9µM*, -23%, -2%, -26%, 2%, -15%, 1%, -4%, -15%
> COc1ccc(CNC(=O)C2=CC(c3ccc(OC)cc3)=NS(=O)(=O)N2C)cc1
  -19%, -6%, 1%, 2%, 1%, -2%, -1%, -1%, 0%

A section from further up, as a working copy:
SMILES	GLP1R inv ag	KB-3-1 cytotox	GLP1R cytotox	KB-V1 MDR tox	GLP-1R agonist	TDP43 rescue	SW480 rereplic	HT1080 IDH1KD tx	HT1080NT lethal
CC(C)C[C@H]1COCCS(=O)(=O)N1Cc1cccc(Cl)c1	-6%	6%	1%	26%	-6%	?	-2%	4%	0%
Cc1cc(C)cc(-n2c(SCC(=O)N3CCc4ccccc43)nc3c([nH]c4ccccc43)c2=O)c1	7%	-4%	-1%	0%	-3%	22%	.	.	.

Next part
SMILES	GLP1R inv ag	KB-3-1 cytotox	GLP1R cytotox	KB-V1 MDR tox	GLP-1R agonist	TDP43 rescue	SW480 rereplic	HT1080 IDH1KD tx	HT1080NT lethal
COc1ccc(Cl)cc1NC(=O)CCCn1c(=O)c2cccn2c2cccnc21	19%&62%	15%	10%&-10%	?	-5%	-6%&0%	.	2%	15%
CCOc1ccccc1N1CC(C(=O)N(CC)C2CCS(=O)(=O)C2)CC1=O (stereo not given)	3%	23%	-6%	0%	2%	-10%	-9%	8%	-1%
COc1ccc(-c2nn3c(COc4ccccc4)nnc3s2)cc1OC	0%	-1%	11%	-11%	?	7%	0%	-15%	-5%
COc1ccccc1-c1nc(-c2ccccc2)nc(N2CCN(C)CC2)c1C#N	?	?	-5%	3%	16%	6%	?	21µM*	16µM*
CCc1ccccc1NC(=O)CN1CCN(C(=O)CN2C(=O)NC3(CCCCC3C)C2=O)CC1 (stereo not given)	-16%	3%	6%	13%	1%	-16%	-155%[inhibitor]	8%	10%
COc1ccc(Cl)cc1NC(=O)N(C)CCc1c(C)nn(C)c1C	-8%	-22%	6%	-1%	.	0%	.	.	.
CCCS(=O)(=O)c1snnc1C	7%	-9%	0%	6%	-9%	-15%	-1%	0%	1%
CC1C(=O)NN=C1C(=O)N/N=C\c1ccc(O)cc1O (stereo not given)	12%	8%	8%	-15%	-1%	-4%	-1%	-14%	-10%
CCCc1cc(-n2ccnc2C)n2c(nc3ccccc32)c1C#N	27%	-5%	2%	6%	5%	2%	?	-2%	24%
C/C(N)=C(/C#N)C(=O)COC(=O)CC12CC3CC(CC(C3)C1)C2	?	5%	-17%	-15%	0%	?	6%	?	-6%
Cc1ccc(-n2ncc(C(=O)NC3CC3)c2C2CCN(C(=O)OC(C)(C)C)CC2)c(C)c1	?	-10%	3%	8%	2%	-6%	-9%	2%	-1%
COc1ccc(/C=N/NC(=O)CCNc2n[nH]c(=O)[nH]c2=O)c(OC)c1	10%	-3%	-14%	0%	2%	-17%	-7%	5%	25%
O=C(/C=C/c1ccc(F)cc1)N1CCCN(C(=O)/C=C/c2ccc(F)cc2)CC1	0%	11%	-4%	2%	6%	?	-4%	1%	6%
COc1ccc(N2CCN(C(=O)c3cnc(N4CCCC4)nc3C)CC2)cc1	-1%	-2%	0%	13%	.	26%	.	.	.
Cc1ccccc1NC(=O)CN(C)S(=O)(=O)c1cccc2cccnc12	12%	15%	-3%	-5%	10%	28%	4%	12%	-6%
COCCCn1c(=N)c(C(=O)NCc2ccco2)cc2c(=O)n3cccc(C)c3nc21	3%	-17%	34%[activator]	?	-2%	1%	.	.	.
Cc1cccc(CSc2nncc(=O)[nH]2)c1	17%	14%	101%[activator]	?	14%	2%	-1%	1%	2%
CCOC(=O)C1=C(C)NC2=C(C1c1ccc([N+](=O)[O-])cc1)S(=O)(=O)c1ccccc12 (stereo not given)	7%	?	3%	?	0%	6%	1%	-3%	-2%
O=C(CC(=O)Nc1ccc(Cl)cc1)N/N=C\c1cccc(F)c1	8%	-3%	3%	1%	4%	12%	-2%	11%	6%
COc1ccc2c(c1OC)CCC2=O	0%	-1%	-4%	-22%	-4%	9%	1%	1%	-1%
O=C(NC1CCCC1)c1ccc2nc(-c3ccco3)c(-c3ccco3)nc2c1	?	?	260%[activator]	-19%	8%	13%	?	-17%	-21%
O=C(NC(=O)c1ccccc1F)Nc1nc(-c2cccs2)cc(C(F)(F)F)n1	51%[activator]	10%	-4%	-5%	1%	?	-9%	0%	8%
COc1cc2c(cc1OC)CN(Cc1nc3ccsc3c(=O)[nH]1)CC2	7%	0%	86%[activator]	-3%	7%	15%	4%	-2%	-8%
C/C(N)=C(/C#N)C(=O)CSc1nnc(-c2ccccc2Br)o1	-1%	-3%	4%	0%	10%	4%	-3%	?	?
